From PubChem
ATXN2 expr inh: reduces ATXN2 reporter expression in HEK-293 cells | hit rate 0.72% among 360,000 | Potency, µM (series often up to 57 µM), without a hit: at the highest dose activity change, negative = inhibition, most hits filed as inhibitors | HEK-293 ATXN2-luciferase reporter, luminescence, 24 h; further: potency means the concentration at half of the fitted maximal effect; on the % scale 0 is the no-effect control and ±100 the full control effect; nearly all actives have a fitted effect of over 55% in size
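ATXN2-luciferase reporter cells (luciferase flanked by upstream and downstream ATXN2 gene portions) were treated 24 h at 37 °C with compounds at up to 57 uM. SteadyGlo luminescence gave expression; GF-AFC fluorescence gave viability.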
MCF10A rerep: inducers of DNA re-replication in MCF 10A breast cells; MCF 10A DNA re-replication, Hoechst nuclear intensity, 48 h; AID 624296; hit rate 2.9% among 350,000; Potency, µM (titrated, usually from 46.1 µM), inactives show top-dose activity, positive = re-replication, usual class: activators; further: potency means the concentration at half of the fitted maximal effect; % of control where 0% means no effect; nearly all actives have a fitted effect of over 50% in size
HT1080-NT tox: kills 2HG-producing HT-1080-NT fibrosarcoma cells | HT-1080-NT fibrosarcoma viability, CellTiter-Glo ATP luminescence, 48 h | Potency, µM (doses to about 46.1 µM), for inactives: at the highest dose activity, negative = less viability, hits mostly cytotoxic | hit rate 1.6% among 360,000;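 further: NT is the 2HG producing partner of a matched IDH1 knockdown line; potency means the concentration at half of the fitted maximal effect; 0% = DMSO-treated cells and -100% = media-only wells without cells; nearly all actives have a fitted effect of over 55% in size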
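A 48-hour cytotoxicity screen used HT-1080-NT cells plated 2 hours before compound delivery. ATP-based CellTiter-Glo luminescence measured viability, normalized to DMSO and no-cell controls.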
IL1B secr inh: inflammasome signaling inhibition, IL-1 beta readout. THP-1 LPS/ATP IL-1B secretion, AlphaLISA, 16 h; hits give low values. activity change, % at 57.5 µM. hit rate 4.7% among 360,000; in the data active means activity change below about -50%; inconclusive means mostly about -30% to -49%; further: on the % scale 0 is the no-effect control and ±100 the full control effect
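THP-1 cells pretreated 1 hr with compounds (up to 57.5 uM final), then stimulated with LPS (250 ng/mL final) plus ATP (1.25 mM final); secreted IL-1B measured by AlphaLISA after 16 hr, decreased signal indicating inhibition.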
KB-3-1 cytotox: kills parental KB-3-1 adenocarcinoma cells | KB-3-1 viability, CellTiter-Glo ATP luminescence, 72 h | Potency, µM (titrated, usually from 46.1 µM), for inactives: at the highest dose activity change, negative = cytotoxic, usual class: cytotoxic | hit rate 1.4% among 400,000 | AID 1347075; further: potency means the concentration at half of the fitted maximal effect; on the % scale 0 is the no-effect control and ±100 the full control effect; nearly all actives have a fitted effect of over 60% in size
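Parental KB-3-1 viability, qHTS format: 72 h compound exposure, 37 °C; CellTiter-Glo; media-only wells and DMSO plates as controls; concentration-effect fits on corrected data.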
HT1080 IDH1KD tx: HT-1080 IDH1 knockdown cell toxicity (counter line); HT-1080 IDH1 knockdown viability, ATP luminescence, 48 h; Potency, µM (series often up to 46.1 µM), for the others: at the highest dose activity, negative = toxicity, usual class: cytotoxic; hit rate 2% among 360,000;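 further: potency means the concentration at half of the fitted maximal effect; 0% = DMSO wells and -100% = cell-free medium wells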
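Luminescent ATP read-out (CellTiter-Glo, 10 min at room temperature) after 48 h compound exposure at 37 °C gave viability of IDH1-knockdown HT-1080 cells. Activity was normalised to DMSO and cell-free wells, then fitted as concentration-response curves.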
S2 tox: reduces viability in counter-screen for ATXN expression inhibitors | S2 cells (HEK-293 line with an ATXN2-luciferase reporter) viability, CellTiter-Fluor protease fluorescence, 24 h | Potency, µM (series often up to 56.7 µM), hits mostly cytotoxic | hit rate 0.49% among 400,000 | AID 651635; further: potency means the concentration at half of the fitted maximal effect; nearly all actives have a fitted effect of over 40% in size
SW480 rereplic: induces DNA re-replication in SW480 colon adenocarcinoma cells; AID 624297; hit rate 1.8% among 340,000; SW480 DNA re-replication, Hoechst DNA content imaging, 48 h; Potency, µM (highest dose often 46.1 µM), for inactives: at the highest dose re-replication activation, usual class: activators; further: potency means the concentration at half of the fitted maximal effect; % of control where 0% means no effect; nearly all actives have a fitted effect of over 55% in size
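Hoechst fluorescence of nuclei (405 nm excitation, 500-530 nm emission) measured by plate-scanning imager after 48 hr compound exposure at 37 C; re-replication scored as increased number of nuclei with elevated intensity.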
HepG2 viability: HepG2 cytotoxicity, counter-screen for TGF-b inhibitors | Potency, µM (titrated, usually from 46.1 µM), for inactives: at the top dose activity change, negative = cytotoxicity, hits mostly cytotoxic | hit rate 0.76% among 410,000 | AID 588856 | HepG2 CAGA-GFP viability, ATP luminescence, 18 h; further: potency means the concentration at half of the fitted maximal effect; some results filed as inactive show a strong effect at the top dose
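CellTiter-Glo luminescence gave cytotoxicity after 18 hours at 37 degrees C. The cells were HepG2 CAGA-GFP in 1% FBS DMEM, stimulated with 500 pg/mL TGF-beta after compound addition. %Activity was normalised to no-cell wells (complete cell-killing) and DMSO (no toxicity), and curves were fitted and classified.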
* hit, by the source's call; i = inactive; ? = inconclusive; . = not tested or not shown; & = joins results of further samples; [ ] = dose if it differs, or a comment. Unless noted, the call rests on the fitted dose curve; in most records, active means well fitted curve in the direction sought with a large enough effect; inconclusive means small, poorly fitted or top-dose-only effect, or another doubt; inactive means no such curve, though single readings can be large; an effect the other way counts as inactive or inconclusive.

Molecule,HepG2 viability,KB-3-1 cytotox,HT1080 IDH1KD tx,SW480 rereplic,ATXN2 expr inh,IL1B secr inh,HT1080-NT tox,MCF10A rerep,S2 tox
NC(=O)c1ccc2nc(NC(=O)c3ccc(N)cc3)sc2c1,-22%,-25%,-28%,22%,4%,90,-14%,7%,i
COc1cc(OC)c(C(=O)OCC(=O)N2CC(=O)Nc3ccccc32)cc1OC,-4%,-1%,6%,?,5%,-10,12%,-4%,i
COc1ccc(C(=O)NNC(=O)Nc2ccc(C)cc2)cc1,11%,2%,1%,-137%[inhibitor],1%,-2,-5%,7%,i
Clc1ccc(OCCCN2CCc3ccccc3C2)c(Br)c1,-67%,5%,-10%,1%,.,-4,-22%,8%,i
CC1CCCN(C(=O)C(Cc2ccccc2)n2cccc2)C1 (configuration not stated),-21%,-15%,-8%,-3%,-6%,-30,-7%,15%,i
O=C(CSc1ccccc1Cl)NC1CCCc2ccccc21 (configuration not stated),-10%,9%,0%,-2%,9%,4,9%,-3%,i
O=C(c1cnn2c(C(F)F)cc(-c3ccccc3)nc12)N1CCc2ccccc21,0%,-7%,3%,-1%,3%,51,2%,7%,i
Nc1ncnc2c1ncn2[C@@H]1O[C@H](CNCc2ccc(OCC(=O)Nc3ccccn3)cc2)[C@@H](O)[C@H]1O,-24%,1%,4%,5%,7%,9,3%,-4%,i
COc1ccc2nc(NC(=O)CSc3nc4ccccc4o3)sc2c1,-5%,-1%,?,0%,8%,2,?,27%,i
Cc1cccc(NC(=O)CSCC(=O)N2CCN(c3cccc(C(F)(F)F)c3)CC2)c1,-18%,1%,14%,-8%,.,28,3%,11%,i
CCOC(=O)c1c(S(=O)(=O)NCC2CCN(Cc3cccc(F)c3)CC2)c(C)n(C)c1C,-15%,11%,-4%,?,-10%,0,-5%,0%,?
CCOC(=O)NN1C(=O)c2ccccc2NC1c1ccc(OC)cc1 (configuration not stated),-14%,2%,3%,-2%,-5%,12,0%,-1%,?
Cc1cc(C)n(/N=C/c2cccc([N+](=O)[O-])c2)c(=O)c1,133%,0%,22%,?,16%,0,17%,4%,i
CC1CCN(C(=O)c2ccc3c(c2)OCO3)CC1,-2%,-17%,15%,?,11%,3,0%,7%,i
O=C(CSc1nnc(C2COc3ccccc3O2)o1)NC1CCCCC1 (configuration not stated),-3%,-14%,4%,-3%,13%,15,8%,-2%,i
COc1cc(/C=N/OCC(=O)NC23CC4CC(CC(C4)C2)C3)ccc1OCc1ccccc1,4%,?,?,?,13%,-72*,-25%,21µM*,i
O=c1c2c3c(sc2n2cnnc2n1CCc1ccccc1)CCCC3,-7%,0%,9%,-6%,18%,-17,9%,-5%,i
CCN(Cc1ccncc1)C(=O)c1ccc(Br)o1,3%,1%,10%,-7%,-1%,18,8%,-5%,i
COc1ccc2oc(-c3ccc(NC(=O)c4ccc(N5CCOCC5)c([N+](=O)[O-])c4)cc3)nc2c1,-3%,8%,6%,-7%,?,6,4%,?,?
CCOc1ccc(NC(=O)CSc2nc3ccccc3nc2N2CCOCC2)cc1,-18%&-22%,?,8%,-7%,-9%&5%,3,-8%,?,i
CC(=O)Nc1ccc(S(=O)(=O)NCC(=O)OCC(=O)NC(=O)C2CCCCC2)cc1,1%,12%,12%,-1%,6%,10,10%,21%,i
CN1CCN(c2ccc(NC(=O)N3CCc4ccccc43)cc2)CC1,2%,4%,-22%,1%,?,-20,-9%,16%,i
CCOc1ccc(S(=O)(=O)N2c3ccccc3CC2C)cc1 (configuration not stated),-9%,1.2µM*,?,1.6µM*,-23%,36,3.2µM*,?,?
O=C(COc1nsnc1N1CCOCC1)Nc1cccc(Cl)c1,-2%,13%,0%,0%,1%,-2,7%,9%,i
CCCC(=O)Nc1cccc(NC(=O)CN2CCN(c3ccccc3OC)CC2)c1,-2%,-1%,-16%,?,-3%,-13,-4%,-4%,i
COc1ccc(-c2nnc(OC)c3ccccc23)cc1,-8%,1%,5%,-1%,.,-14,17%,0%,i
CN(C(=O)c1ccc(S(=O)(=O)N2CCCCC2)cc1)C1CCS(=O)(=O)C1 (configuration not stated),-2%,0%,20%,0%,3%,5,22%,2%,i
COc1ccc(CN2CC[C@@H](N3CCOCC3)[C@H](O)C2)cc1F,-1%,20%,3%,-2%,-25%,3,28%,7%,i
C/C=C(/C)C(=O)O[C@@H]([C@H](O)c1cc2ccc(=O)oc2cc1OC)C(C)(C)O[C@@H]1O[C@H](CO)[C@@H](O)[C@H](O)[C@H]1O,3%,0%,9%,-7%,12%,23,20%,-19%,i
O=c1c(-c2ccc(Cl)cc2)cnc2n1CCS2,-4%,-12%,-6%,1%,28%,18,0%,1%,i
O=S(=O)(c1ccccc1OC(F)(F)F)N1CCN(c2ccnc3cc(Cl)ccc23)CC1,-7%,?,-22%,?,?,-4,-13%,-11%,i
CC(CNC(=O)CCCn1c(=O)c2cccn2c2cccnc21)c1ccccc1 (configuration not stated),-24%&-10%,1%,0%,.,.,-7,6%,.,i
Cc1ccc(NC(=O)C2CCN(C(=O)c3cccs3)CC2)cc1,-34%,20%,-1%,-7%,-6%,-6,9%,-6%,i
COc1ccc(Br)cc1CN(C)CC(=O)Nc1cc([N+](=O)[O-])ccc1OC,0%,?,1%,-6%,-25%,-9,1%,9%,i
CC(C)c1ccc(/C=C/C2=NNC(=O)CC2)cc1,-15%,0.73µM*,-22%,?,-29%,15,?,?,i
Fc1cccc(/C=N/Nc2ccc3ccccc3n2)c1,-16%,5%,-5%,-23%,-24%,-23,0%,-17%,i
O=C(COc1cccnc1[N+](=O)[O-])N1CCC(Cc2ccccc2)CC1,10%,-15%,-5%,-2%,-12%,-68*,-17%,12%,i
C=CCc1ccc(OCCOCCN(C)C)c(OC)c1,-32%,2%,7%,-2%,9%,35,2%,-3%,i
O=C(Nc1c2c(nn1-c1ccc([N+](=O)[O-])cc1)CS(=O)(=O)C2)c1ccco1,0%,9%,16%,-6%,8%,10,11%,1%,i
CC(Sc1ccc2nnc(-c3ccc(F)cc3)n2n1)C(=O)O (configuration not stated),-8%,-20%,-3%,2%,-7%,-4,-3%,21%,i
Cc1cc(C)n2nc(CNS(=O)(=O)c3cccc(Cl)c3)nc2n1,25%,3%,.,.,-12%,.,.,.,i
Nc1cc2c(cc1Cl)-c1ccc(Cl)cc1C2=O,0%,1%,14%,1%,24%,-14,-1%,2%,i
Cc1ccc(C(=O)NCC(=O)N(C)CC(=O)Nc2c(Cl)cccc2Cl)s1,4%,0%,-22%,?,3%,22,-3%,0%,i
CC(C)c1nnc(NC(=O)CCC(=O)NCC2CCCO2)s1 (configuration not stated),3%,1%,6%,-3%,2%,37,10%,-2%,i
CCc1ccc(N(CC)C(=O)Cc2c(C(=O)O)n(C)c3ccccc23)cc1,1%,27%,5%,1%,-13%,29,1%,0%,i
CCS(=O)(=O)N1CCc2cc(C(=O)NCc3ccc(OC)cc3)ccc21,4%,1%,.,.,11%,.,.,.,i
O=C(CSc1nnc(-c2ccc(Br)cc2)n1C1CCCCC1)N1CCCC1,-15%,-3%,1%,-7%,-26%,31,-11%,1%,i
CN(CCc1ccccc1)c1cc2c(c3c1ccn3C)C1CCC2O1 (configuration not stated),-40%,0%,?,.,?,-20,-21%,.,i
CCOc1ncccc1C(=O)NNC(=O)c1cccc(S(=O)(=O)Nc2ccccc2OC)c1,-4%,-1%,-3%,-5%,4%,0,3%,-2%,?
COc1ccc(-c2nnc3n2N=C(C)CS3)cc1OC,-2%,7%,19%,-1%,7%,-18,2%,-184%[0.0737 µM],i
Cn1c(N)c(C(=O)CSc2nnc(N)s2)c(=O)n(C)c1=O,0%,-2%,-11%,0%,-14%,-1,-2%,1%,i
CCOc1ccccc1C1C2=C(COC2=O)Nc2cc3c(cc21)OCO3 (configuration not stated),0%,1.2µM*,0.65µM*,0.92µM*,20%,78,1.2µM*,?,?
Cc1cccc(NC(=O)Cn2cnc3c(cnn3-c3ccc(F)cc3)c2=O)c1C,-7%,0%,?,2%,?,28,?,0%,?
COc1c(C(=O)Nc2nnc(C3CC3)s2)csc1Cl,-31%,-19%,4%,-26%,49%[activator],26,6%,?,i
Cc1ccc(CN(C)C2CCN(C)CC2)cc1,14%,-6%,-10%,-10%,-11%,-19,-7%,0%,i
CC(NC(=O)CC1CCCCC1)c1ccccc1 (configuration not stated),4%,-7%,8%,0%,-13%,4,5%,?,i
COc1cc(OC)nc(Oc2ccc(N)c(C)c2)n1,6%,-10%,9%,-5%,-5%,28,6%,-10%,i
CCCCN(Cc1ccccc1)S(=O)(=O)c1cc(Br)cc2c1N(C(C)=O)C(C)C2 (configuration not stated),3%,-26%,?,-1%,?,-19,?,2%,i
Cc1csc2nc(-c3cccc(NC(=O)c4ccccc4F)c3)cn12,-51%,2%,.,.,-8%,.,.,.,i

Whole records as entered above. Order of values: HepG2 viability	KB-3-1 cytotox	HT1080 IDH1KD tx	SW480 rereplic	ATXN2 expr inh	IL1B secr inh	HT1080-NT tox	MCF10A rerep	S2 tox
COc1cc(OC)c(C(=O)OCC(=O)N2CC(=O)Nc3ccccc32)cc1OC is listed with -4%	-1%	6%	?	5%	-10	12%	-4%	i
CC(C)c1nnc(NC(=O)CCC(=O)NCC2CCCO2)s1 (configuration not stated) is listed with 3%	1%	6%	-3%	2%	37	10%	-2%	i
